High-throughput results as filed in PubChem BioAssay.
SKKanGAS inh: S. pyogenes SKKanGAS growth inhibitors in kanamycin, primary screen, streptokinase expression inhibitor project, SKKanGAS strain, BacTiter-Glo luminescence; 6 h; inhibition, % at 7.5 µM; actives 1.3% (n = 300,000);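 active = mean replicate score, as percent of positive control median, at least 50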;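 note: strain carries kanamycin resistance gene driven by streptokinase promoter and grows in 40 µg/ml kanamycin; loss of luminescence reflects streptokinase promoter inhibition or plain growth inhibition; 0% = median of DMSO wells and 100% = positive control at its reference dose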
TRPC6 inh: mouse TRPC6 channel inhibitors, primary screen, cell-based, HEK293, membrane potential dye; AID 2553, 2010; Short transient receptor potential channel 6 (Mus musculus), Q61143; B-score at 10 µM; ACh-evoked depolarization; active compounds read low; actives 1.1% (n = 310,000);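 active = B-score under library mean minus 3 SD, initial fluorescence not abnormally high, positive integrated signal ratio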;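 note: B-score derived from integrated fluorescence ratio over the kinetic read; more negative B-score means stronger inhibition of depolarization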
TRPC4 PAM: positive allosteric modulators of TRPC4, primary screen, cell-based, mouse TRPC4beta, HEK293 mu-opioid, Fluo-4 calcium | actives 0.42% (n = 310,000) | B-score at 10 µM | DAMGO EC20, Fluo-4 Ca2+ flux; active compounds read high | AID 2227, 2009;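 active = B-score of calcium response area above 5 SD of library B-scores, with initial fluorescence ratio within 5 SD of library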;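 note: B-score of integrated fluorescence ratio over time as area under calcium response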
Target sequence (Q9QUQ5 whole entry, looked up): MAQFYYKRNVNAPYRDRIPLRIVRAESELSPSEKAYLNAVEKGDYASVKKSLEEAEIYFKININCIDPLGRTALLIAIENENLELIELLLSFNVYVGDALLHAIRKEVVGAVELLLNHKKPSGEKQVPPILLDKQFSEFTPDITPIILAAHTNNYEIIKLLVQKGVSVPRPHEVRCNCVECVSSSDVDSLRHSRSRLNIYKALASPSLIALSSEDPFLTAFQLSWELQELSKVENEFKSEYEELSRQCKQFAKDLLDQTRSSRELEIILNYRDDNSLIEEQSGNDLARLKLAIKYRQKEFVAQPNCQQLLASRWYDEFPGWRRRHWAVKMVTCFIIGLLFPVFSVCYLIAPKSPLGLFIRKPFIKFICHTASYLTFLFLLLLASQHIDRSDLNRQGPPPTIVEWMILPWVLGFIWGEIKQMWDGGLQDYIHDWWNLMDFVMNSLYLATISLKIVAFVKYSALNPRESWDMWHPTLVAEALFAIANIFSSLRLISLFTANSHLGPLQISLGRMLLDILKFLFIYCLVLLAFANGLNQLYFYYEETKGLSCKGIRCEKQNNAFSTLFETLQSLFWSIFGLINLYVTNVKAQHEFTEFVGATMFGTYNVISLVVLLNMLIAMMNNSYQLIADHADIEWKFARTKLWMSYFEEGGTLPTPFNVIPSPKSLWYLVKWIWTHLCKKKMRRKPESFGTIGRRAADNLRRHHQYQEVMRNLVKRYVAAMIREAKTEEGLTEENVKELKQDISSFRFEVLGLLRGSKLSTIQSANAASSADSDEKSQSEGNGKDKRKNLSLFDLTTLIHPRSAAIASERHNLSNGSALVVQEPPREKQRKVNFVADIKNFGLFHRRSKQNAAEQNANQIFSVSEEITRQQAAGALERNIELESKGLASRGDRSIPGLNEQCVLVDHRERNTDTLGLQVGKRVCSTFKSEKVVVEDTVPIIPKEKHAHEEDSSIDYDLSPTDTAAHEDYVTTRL
TRPC4 act: activators of mouse TRPC4 channel, primary screen, Fluo4 calcium, HEK293 TRPC4beta/mu-opioid cells; Fluo4 calcium fluorescence; active compounds read high; B-score at 10 µM; actives 0.49% (n = 310,000);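 active = B-score above 5 SD of library B-scores, and initial fluorescence ratio not above library mean plus 5 SD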;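 note: positive B-score marks a calcium rise read as TRPC4 activation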
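Assay system – TRPC4beta and mu-opioid receptor HEK293 stable cells · Measured by – Fluo4 fluorescence, kinetic · Schedule – dye loading 45 min room temperature, 110 s kinetic read · Read-out – B-scored integrated calcium fluorescence ratio · Controls – buffer and maximal DAMGO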
HIF act: HIF pathway transcriptional activators, primary screen, cell-based, U2OS HRE-luciferase, luminescence | U2OS HRE-luciferase reporter; normalized: DMSO 0%, desferrioxamine 100% | AID 1910, 2009 | activation, % at 7.5 µM (by protocol) | actives 0.32% (n = 300,000);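 active = mean activation of at least 10% of the iron chelator positive control signal, with at least half of replicates also reaching 10%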
MrgX1 antag: antagonists of human MrgX1 receptor, primary screen, HEK293 cells, Fluo-4 calcium flux; actives 1.3% (n = 310,000); B-score at 10 µM; BAM8-22 antagonism; active compounds read low; Mas-related G-protein coupled receptor member X1 (Homo sapiens), Q96LB2;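 active = calcium-response B-score plate-corrected more than 3 library SD below zero, starting fluorescence within 5 deviations, no agonist response on first addition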;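 note: peak minus trough fluorescence over baseline after final BAM8-22 challenge near maximal dose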
IEC-6 cytotox: cytotoxicity in IEC-6 intestinal epithelial cells, primary screen, cytotoxicity control for KLF5 inhibitor project, cell-based, luminescence. IEC-6 cytotoxicity, luminescence viability. inhibition, % at 5 µM. actives 0.78% (n = 290,000). AID 1825, 2009; in the data active = inhibition above about 22%;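 note: 0% = plate median of test compound wells and 100% = cytotoxic reference compound wells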
TRPC6 act: mouse TRPC6 channel activators, primary screen, cell-based, HEK293, membrane potential dye | HEK293-TRPC6 membrane potential dye fluorescence; active compounds read high | actives 0.13% (n = 310,000) | B-score at 10 µM | Short transient receptor potential channel 6 (Mus musculus), Q61143 | AID 2550, 2010;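 active = B-score of the integrated fluorescence ratio above library mean plus 3 SD, and starting fluorescence ratio within library mean plus 5 SD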;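 note: higher score means more depolarization so channel activation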
aSyn 5UTR inh: MLPCN primary screen, SNCA 5' untranslated region | alpha-synuclein 5'UTR reporter, inhibitor activity | inhibition, % (tested at 7.5 µM) | actives 0.82% (n = 300,000) | AID 1813, 2009; in the data active = inhibition above about 60%;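 note: H4 neuroglioblastoma cells stably carrying SNCA 5'UTR luciferase fusion; 0% = DMSO wells and 100% = positive control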
TRPC4 block: inhibitors of mouse TRPC4 channel, primary screen, Fluo4 calcium, HEK293 TRPC4beta/mu-opioid cells | B-score at 10 µM | AID 2247, 2010 | actives 0.39% (n = 300,000) | DAMGO-evoked Fluo4 calcium flux; active compounds read low;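 active = B-score over 3 SD under the library average, no early fluorescence shift, positive overall ratio signal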
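test system = HEK293 cells with stable TRPC4beta plus mu-opioid receptor expression | detection = Fluo4 Ca2+ flux fluorescence | read-out = integrated fluorescence ratio relative to baseline, converted to per-well B score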
KLF5 inh: KLF5 expression inhibitors, primary screen, DLD-1 cells, luminescence | actives 0.23% (n = 290,000) | AID 1700, 2009 | DLD-1 KLF5 promoter-luciferase reporter | inhibition, % at 5 µM;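 active = inhibition above a per-plate limit of that plate's mean compound inhibition plus 3 SD, cut at about 60% in these data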;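 note: 0% = DMSO wells and 100% = LY294002 at 200 µM; higher means less KLF5 promoter-driven luciferase light; inactives centre near -14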
Active calls of the source: *; i = inactive; . = not tested or not shown. Rows were taken by chance. Share with any hit: about 5.8%.

SMILES	SKKanGAS inh	TRPC6 inh	TRPC4 PAM	TRPC4 act	HIF act	MrgX1 antag	IEC-6 cytotox	TRPC6 act	aSyn 5UTR inh	TRPC4 block	KLF5 inh
Cc1ccc(C)c2[nH]c(=O)c(C(c3nnnn3CCc3ccccc3)N3CCOCC3)cc12 (stereo unspecified)	-16	i	i	i	-0.3	i	-5	i	-21	i	-14
COc1ccc(NC(=O)c2ccccc2NC(=O)c2ccccc2C(=O)O)c(OC)c1	-2	i	i	i	1.5	i	-6	i	-11	i	-56
Cc1ccc(S(=O)(=O)N2CCC(C(=O)OCC(=O)N(C)c3ccccc3)CC2)cc1C	-2	i	i	i	0.1	i	.	i	-1	i	.
CC1Oc2ccccc2N(CC(=O)c2ccc(F)cc2)C1=O (stereo unspecified)	5	i	i	i	0.0	i	-3	i	-5	i	-28
Cc1ccccc1CNC(=O)Cn1cnc(S(=O)(=O)N2CCCC2)c1	-2	i	i	i	-0.1	i	-1	i	-12	i	-35
NC(=O)c1ccccc1N(Cc1ccccc1)S(=O)(=O)c1ccccc1	-5	i	i	i	-0.9	i	4	i	-4	i	7
Cc1ccsc1/C=C1/SC(N2CCOCC2)=NC1=O	-5	i	i	i	1.3	i	5	i	-80	i	-14
C/C(=N/NC(=O)CNC(=O)c1cccs1)c1ccc(Cl)cc1	-2	i	i	i	0.3	i	1	i	-4	i	-28
Cc1cc(O)cc2c1C(=O)/C(=C/c1ccco1)O2	5	i	i	i	1.3	i	-4	i	-116	i	-138
O=C(Nc1ccc(Cl)cn1)c1cccc(F)c1	1	i	i	i	3.7	i	23*	i	-204	i	-56
O=c1[nH]ncc(NCCc2ccccc2)c1Cl	0	i	i	i	-0.2	i	-6	i	46	i	0
COc1cc(/C=C2/C(=O)NN(c3cccc(F)c3)C2=O)ccc1OC(=O)c1ccco1	-1	i	i	i	0.0	i	6	i	-4	i	-8
CCOC(=O)N1CCN(C(=O)c2ccccc2NC(C)=O)CC1	.	i	i	i	-0.4	i	7	i	17	i	-16
Cc1ccccc1OCc1nnc(SCC(=O)NCc2ccccc2)n1C	-6	i	i	i	-0.5	i	2	i	18	i	10
CCCP(=O)(CC(=O)N(CC)CC)c1ccccc1 (stereo unspecified)	0	i	i	i	-0.3	i	-2	i	20	i	0
O=C(NCc1ccccc1Cl)c1ccc2c(=O)n(CC3CCCO3)c(=S)[nH]c2c1 (stereo unspecified)	17	i	i	i	0.7	i	1	i	-21	i	-14
Cc1c(Cl)cccc1NC(=O)Cn1nc(C)n2cccc2c1=O	-4	i	i	i	0.2	i	-4	i	5	i	-34
CCc1ccc(CNC(=O)Cn2nc(-c3ccccc3)ccc2=O)cc1	-3	i	i	i	0.0	i	1	i	2	i	-32
O=C(Nc1nccs1)c1sc2cc(Cl)ccc2c1Cl	66*	i	i	i	6.5	i	-7	i	-115	i	-14
O=C(c1cccnc1)N1CCN(S(=O)(=O)c2ccc(F)cc2)CC1	0	i	i	i	0.1	i	0	i	-7	i	-12
Cc1ccc(N2CC(C(=O)NCc3ccc(C)n3C)CC2=O)cc1 (stereo unspecified)	0	i	i	i	0.3	i	-3	i	14	i	-24
CCSc1nnc(-c2cccc(S(=O)(=O)N(CC)CC)c2)n1Cc1ccccc1	-6	i	i	i	0.0	i	-2	i	13	i	-9
CC1Oc2ccccc2C=C1/C=N/NC(=O)c1ccncc1 (stereo unspecified)	-3	i	i	i	0.7	i	2	i	-11	i	-17
COc1ccc(/C=C(\NC(=O)c2ccc(C)cc2)C(=O)NCC2CCCO2)cc1 (stereo unspecified)	-13	i	i	i	0.2	i	-7	i	-2	i	-30
Cc1ccccc1C(=O)Nc1nnc(S(=O)(=O)N(C)Cc2ccco2)s1	14	i	i	i	1.9	i	6	i	-72	i	-4
N#CCc1nn(-c2ccccc2)c(N)c1C#N	-2	i	i	i	-0.3	i	-1	i	5	i	8
Cc1nn(-c2ccccc2)c(Cl)c1CN(C(=O)CCl)c1cccc2ccccc12	3	i	i	i	-0.2	i	0	i	-7	-7*	8
C=CCNc1oc(-c2ccc(OCC)cc2)nc1C#N	-9	i	i	i	1.4	i	2	i	-37	i	-20
CCOC(=O)c1sc(C)c2c(=O)n(Cc3ccc(Cl)cc3)cnc12	1	i	i	i	-0.5	i	4	i	17	i	-4
COc1ccc(NC(=O)c2cc(S(=O)(=O)N(C)C)ccc2N2CCCC2)cc1Cl	-3	i	i	i	0.4	i	-4	i	-2	i	-21
CC(=O)Nc1ccc2c(c1)OCCOCCOc1cc(NC(C)=O)ccc1OCCO2	2	i	i	i	0.1	i	-2	i	20	i	-16
O=C(O)Cn1nnc(-c2ccc(OCc3ccccc3Cl)cc2)n1	-2	i	i	i	0.0	i	1	i	2	i	-14
O=C1NC2(CCC3(CC2)OCCO3)NN1c1ccc(Cl)cc1	3	i	i	i	0.6	i	-2	i	-12	i	-12
CCN1CCN(CCNC(=O)c2cc(Cl)c(NC(=O)C3=C(C)OCCS3)cc2OC)CC1	-5	i	i	i	-0.5	i	-3	i	20	i	-16
COc1ccc(C2Nc3cccc4cccc(c34)N2)cc1	-13	-5*	i	i	0.1	i	-5	i	-54	i	7
Cc1cc(NC(=O)COc2coc(CN3CCN(c4ccccc4)CC3)cc2=O)no1	-15	i	i	i	-0.3	i	.	i	-21	i	.
COc1ccc(C)cc1NC(=O)C1CCCN(S(=O)(=O)c2ccc(-n3cnnn3)cc2)C1 (stereo unspecified)	8	i	i	i	0.2	i	5	i	-6	i	-10
O=C(CCN1CCN(c2ccccc2)CC1)Nc1ccc2c(c1)OCO2	7	i	i	i	1.3	i	-10	i	18	i	-25
CC(=O)Oc1cccc(/C=C2\C=C(c3ccc(C)cc3)OC2=O)c1	1	i	i	i	0.7	i	-2	i	-34	i	-2
CCC(=O)NC(=S)Nc1ccc(NC(=O)COc2ccccc2)cc1	10	i	i	i	-0.3	i	-2	i	-3	i	-19

By substructure, those above containing fluorine.
SMILES	SKKanGAS inh	TRPC6 inh	TRPC4 PAM	TRPC4 act	HIF act	MrgX1 antag	IEC-6 cytotox	TRPC6 act	aSyn 5UTR inh	TRPC4 block	KLF5 inh
CC1Oc2ccccc2N(CC(=O)c2ccc(F)cc2)C1=O (stereo unspecified)	5	i	i	i	0.0	i	-3	i	-5	i	-28
O=C(Nc1ccc(Cl)cn1)c1cccc(F)c1	1	i	i	i	3.7	i	23*	i	-204	i	-56
COc1cc(/C=C2/C(=O)NN(c3cccc(F)c3)C2=O)ccc1OC(=O)c1ccco1	-1	i	i	i	0.0	i	6	i	-4	i	-8
O=C(c1cccnc1)N1CCN(S(=O)(=O)c2ccc(F)cc2)CC1	0	i	i	i	0.1	i	0	i	-7	i	-12

The list continues.
SMILES	SKKanGAS inh	TRPC6 inh	TRPC4 PAM	TRPC4 act	HIF act	MrgX1 antag	IEC-6 cytotox	TRPC6 act	aSyn 5UTR inh	TRPC4 block	KLF5 inh
O=C(Nc1ccccc1)c1ccccc1N=Cc1ccccc1O	20	i	i	i	1.1	i	-5	i	-54	i	-61
O=C(COC(=O)c1cccnc1)c1ccc(Cl)cc1	2	i	i	i	-0.2	i	-4	i	16	i	-21
COc1ccc(OC)c(CNc2nc3ccccc3n2CCN2CCCCC2)c1	1	i	i	i	-0.4	i	-1	i	22	i	5
O=C(Nc1ccnn1C1CCN(Cc2ccccc2)CC1)C1CCCC1	1	i	i	i	0.4	i	4	i	-18	i	-54
CC(C)CN(C(=O)CN1CCN(c2ccc(F)cc2)CC1)c1c(N)n(CC(C)C)c(=O)[nH]c1=O	-16	i	i	i	0.8	i	2	i	13	i	11
CCOC(=O)N1CCC(NC(=O)Cn2ncc3ccccc32)CC1	-3	i	i	i	-0.1	i	1	i	-1	i	-38
C=CCn1nnnc1SCC(=O)Nc1ccc(OC)cc1	5	i	i	i	0.4	i	-2	i	4	i	-36
O=C(O)c1cccc(NC(=O)c2ccccc2NC(=O)c2cccc([N+](=O)[O-])c2)c1	6	i	i	i	-16	i	-4	i	4	i	-34
CCOC(=O)C1CCN(CC(=O)c2c(C)[nH]c3ccccc23)CC1	4	i	i	i	0.4	i	-1	i	5	i	-5
CCOc1cc(C(=O)OCC(=O)Nc2cccc(C)c2)ccc1OCC(=O)N1CCOCC1	2	i	i	i	0.0	i	-5	i	17	i	-35
Cc1noc(-c2ccc(Cl)cc2)c1C(=O)O/N=C(\N)c1ccc(C(C)(C)C)cc1	8	i	i	i	-0.7	i	-6	i	43	i	-37
C[C@H](NC(=O)c1nc[nH]c1C(=O)N1CCNCC1)C(=O)OCc1ccccc1	-2	i	i	i	-0.3	i	.	i	24	i	.
COCCCN1C(=O)c2ccc(C(=O)Nc3ccc(C)cc3C)cc2C1=O	0	i	i	i	0.2	i	-2	i	-9	i	-41
O=C(c1cccs1)n1nc(NCc2ccccc2)nc1NCc1ccccc1	15	i	i	i	.	i	-4	i	17	i	-17
O=C(NC(=S)NC(CO)c1ccccc1)c1ccc(F)cc1 (stereo unspecified)	-3	i	i	i	-2.2	i	6	i	-7	i	-1
COc1cccc(CNC(=O)[C@H](C)NC(=O)C2CCN(S(=O)(=O)c3ccccc3)CC2)c1	0	i	i	i	-0.2	i	-1	i	3	i	-16

Among those listed so far, 2 contain a cyano group:
SMILES	SKKanGAS inh	TRPC6 inh	TRPC4 PAM	TRPC4 act	HIF act	MrgX1 antag	IEC-6 cytotox	TRPC6 act	aSyn 5UTR inh	TRPC4 block	KLF5 inh
N#CCc1nn(-c2ccccc2)c(N)c1C#N	-2	i	i	i	-0.3	i	-1	i	5	i	8
C=CCNc1oc(-c2ccc(OCC)cc2)nc1C#N	-9	i	i	i	1.4	i	2	i	-37	i	-20
